KB-3-1 tox = kills parental KB-3-1 adenocarcinoma cells | KB-3-1 viability, CellTiter-Glo ATP luminescence, 72 h | Potency, µM (titrated, usually from 46.1 µM), inactives show at the top dose activity change, negative = cytotoxic, most hits filed as cytotoxic | 400,000 tested, 1.4% active; also: potency is read from the fitted curve at half-maximal effect; % is scaled to controls: 0 for no effect and ±100 for the full control effect; nearly all actives have a fitted effect of over 60% in size
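Here the drug-naive KB-3-1 line serves as comparator for MDR sub-line selectivity; cells received compound titrations, 72 h at 37 °C, then CellTiter-Glo readout.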
HEK293 tox = cytotoxicity counter-screen for GLP-1 receptor inverse agonists; HEK293 cAMP-luciferase reporter cells, luminescence, 24 h; Potency, µM (titrated, usually from 38.3 µM), inactives show at the highest dose activity change, negative = inhibition, actives largely listed as inhibitors; 410,000 tested, 0.13% active;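 also: loss of luciferase light is scored as toxicity; potency is read from the fitted curve at half-maximal effect; % is scaled to controls: 0 for no effect and ±100 for the full control effect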
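A 23 nL compound transfer followed 12 hours of cell culture at 37 deg C; exposure then lasted 24 hr. Luciferase assay detection reagent was dispensed and plates read for luminescence after a 12 min room-temperature wait.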
KB-V1 cytotox = kills drug-selected multidrug resistant KB-V1 cells | KB-V1 MDR cells viability, CellTiter-Glo, 72 h | Potency, µM (series often up to 46.1 µM), for the others: top-dose activity change, negative = cytotoxicity, most hits filed as cytotoxic | 400,000 tested, 3.4% active; also: potency is read from the fitted curve at half-maximal effect; % is scaled to controls: 0 for no effect and ±100 for the full control effect; nearly all actives have a fitted effect of over 60% in size
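Cells of the MDR subline KB-V1 are plated, dosed with compound at multiple concentrations, and incubated 72 h at 37 degrees C; CellTiter-Glo is then added and luminescence read after 10 min.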
SW480 rerep = induces DNA re-replication in SW480 colon adenocarcinoma cells. AID 624297. Potency, µM (top dose mostly 46.1 µM), without a hit: at the highest dose re-replication activation, most hits filed as activators. 340,000 tested, 1.8% active. SW480 DNA re-replication, Hoechst DNA content imaging, 48 h; also: potency is read from the fitted curve at half-maximal effect; % of control where 0% means no effect; nearly all actives have a fitted effect of over 55% in size
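Treated cells incubate 48 hr (37 C, 5% CO2), are stained 40 min with Hoechst, and nuclear fluorescence is enumerated; a rise in nuclei with high DNA signal marks re-replication.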
D3 ag = D3 dopamine receptor (human) agonism; P35462; D3R DiscoveRx beta-arrestin cells, luminescence, 90 min; max activation, %; 410,000 tested, 0.58% active; AID 652048; in the data active = max activation above about 30%; also: 0% is about no effect; mostly tested at two doses, the higher about 12 µM
Target sequence (P35462 whole entry, looked up): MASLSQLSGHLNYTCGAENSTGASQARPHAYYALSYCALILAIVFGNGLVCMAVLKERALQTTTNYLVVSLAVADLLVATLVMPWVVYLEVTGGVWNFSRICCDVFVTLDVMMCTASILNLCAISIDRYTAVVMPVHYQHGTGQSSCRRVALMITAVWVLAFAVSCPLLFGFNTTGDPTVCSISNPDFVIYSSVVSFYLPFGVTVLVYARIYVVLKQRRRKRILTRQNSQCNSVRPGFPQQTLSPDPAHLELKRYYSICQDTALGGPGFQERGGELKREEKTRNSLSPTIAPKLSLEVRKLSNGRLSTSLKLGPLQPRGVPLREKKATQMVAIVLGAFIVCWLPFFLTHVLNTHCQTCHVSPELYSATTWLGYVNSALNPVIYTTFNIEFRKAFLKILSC
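Cells at 1500/well, incubated overnight, then treated with pinned compounds (dopamine as control) for 90 min at 37 degrees C. DiscoveRx reagent added for 30 - 60 minutes at room temperature; luminescence read.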
HT1080 IDH1KD tx = HT-1080 IDH1 knockdown cell toxicity (counter line) | AID 686971 | 360,000 tested, 2% active | Potency, µM (titrated, usually from 46.1 µM), without a hit: top-dose activity, negative = toxicity, hits mostly cytotoxic | HT-1080 IDH1 knockdown viability, ATP luminescence, 48 h;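 also: potency is read from the fitted curve at half-maximal effect; 0% = DMSO wells and -100% = cell-free medium wells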
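After a 2 h attachment period, IDH1KD HT-1080 cells took pin-transferred compound for 48 h at 37 °C; ATP-based luminescence after 10 min room-temperature reagent incubation reported viability.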
IL1B secr inh = inhibitors of inflammasome signaling (IL-1 beta secretion); 360,000 tested, 4.7% active; activity change, % at 57.5 µM; AID 743279; THP-1 LPS/ATP IL-1B secretion, AlphaLISA, 16 h; stronger effect = lower value; in the data active = activity change below about -50%; inconclusive = mostly about -30% to -49%; also: % is scaled to controls: 0 for no effect and ±100 for the full control effect
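Secreted IL-1B measured by AlphaLISA bead assay after 16 h compound exposure of THP-1 cells; compounds (final up to 57.5 uM) added 1 h before LPS (250 ng/mL) and ATP (1.25 mM) stimulation; lower signal means less secretion.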
MCF10A rereplic = inducers of DNA re-replication in MCF 10A breast cells. MCF 10A DNA re-replication, Hoechst nuclear intensity, 48 h. Potency, µM (highest dose often 46.1 µM), for the others: at the highest dose activity, positive = re-replication, hits mostly activators. 350,000 tested, 2.9% active; also: potency is read from the fitted curve at half-maximal effect; % of control where 0% means no effect; nearly all actives have a fitted effect of over 50% in size
HT1080NT lethal = kills 2HG-producing HT-1080-NT fibrosarcoma cells; HT-1080-NT fibrosarcoma viability, CellTiter-Glo ATP luminescence, 48 h; Potency, µM (highest dose often 46.1 µM), for inactives: at the top dose activity, negative = less viability, most hits filed as cytotoxic; 360,000 tested, 1.6% active;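 also: NT is the 2HG producing partner of a matched IDH1 knockdown line; potency is read from the fitted curve at half-maximal effect; 0% = DMSO-treated cells and -100% = media-only wells without cells; nearly all actives have a fitted effect of over 55% in size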
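Fibrosarcoma NT cells, 750 per well in 5% FBS RPMI, were exposed to compound for 48 hours. Viability: CellTiter-Glo luminescence.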
* = called active by the depositor; i = inactive; ? = inconclusive; nt = no result given; & = joins results of further samples; [ ] = dose if it differs, or a comment. Unless noted, calls follow the shape of the dose curve; as a rule, active = well fitted curve in the direction sought with a large enough effect; inconclusive = small, poorly fitted or top-dose-only effect, or another doubt; inactive = no such curve, though single readings can be large; an effect the other way counts as inactive or inconclusive.

SMILES	KB-3-1 tox	HEK293 tox	KB-V1 cytotox	SW480 rerep	D3 ag	HT1080 IDH1KD tx	IL1B secr inh	MCF10A rereplic	HT1080NT lethal
CCCCC/C=N\NC(=O)Cc1ccc([N+](=O)[O-])cc1	16.0%	-7.0%	-7.2%	-1.7%	1.3	18.0%	0.0	-3.7%	13.0%
CCOC(=O)c1ccc(N2C(=O)CC(Sc3nnc(C)s3)C2=O)cc1 (stereo not given)	-1.4%	-5.5%	?	-4.7%[9.22 µM]	-3.1	11.9%	25.1	?	15.9%
CCn1c(SCC(=O)c2cccs2)nnc1-c1cccs1	1.4%	7.1%	0.0%	?	9.1	-5.0%	40.2	-20.4%	2.1%
N#Cc1c(C(F)(F)F)cc(-c2cccs2)nc1SCC(=O)Nc1cccc(C(F)(F)F)c1	0.6%	37.9%[activator]	-22.1%	nt	0.4	nt	nt	nt	nt
Cc1ccc(-c2cc(-c3c(C)nn(C)c(=O)c3N)[nH]n2)cc1	5.3%	-9.0%	0.3%	-3.5%	3.2	2.1%	0.0	-2.5%	2.5%
CCc1ccccc1NC(=O)c1cc(S(=O)(=O)N2CCCC2)c[nH]1	6.9%	3.4%	2.8%	-1.6%	-2.0	4.3%	-8.1	-9.1%	24.1%
COc1ccccc1CCC(=O)N1CCC(n2nccc2NC(=O)C2CCOC2)CC1 (stereo not given)	0.0%	2.6%	31.1%	-0.5%	0.3	0.4%	0.0	0.0%	5.2%
CCOC(=O)c1c(NC(=S)Nc2ccc(OC)cc2)sc2c1CCC2	11.3%	4.2%	-16.4%	-9.0%	-0.9	8.8%	-12.9	-4.2%	11.5%
Cc1ccc(C(=O)c2coc3ccc(O)c(Cl)c23)cc1	0.0%	0.8%	-2.4%	-3.6%	-5.5	-9.3%	0.0	21.6%	-7.3%
Cc1nc2ccc(NC(=O)c3ccc4ccccc4n3)cc2s1	-19.2%	-0.1%	?	-1.5%	4.5	1.1%	13.3	-6.2%	8.5%
CC(C)(C)c1nnc(NC(=O)C2CC(=O)N(CCc3ccc(F)cc3)C2)s1 (stereo not given)	-7.0%	-9.3%	-16.8%	-6.6%	15.5	-12.3%	33.6	-2.8%	-3.4%
COc1ccccc1N1CCN(C(=O)CCS(=O)(=O)c2cc(Br)cc3c2N(C(C)=O)CC3)CC1	0.3%	6.4%	-3.0%	nt	-4.4	nt	nt	nt	nt
COc1ccccc1N1CCN(C(=O)CCNS(=O)(=O)c2ccc(Br)s2)CC1	9.0%	-12.4%	?	1.7%	6.7	-8.4%	-5.9	-14.3%	-10.4%
CC1CCN(c2ccc(-c3cccc(NC(=O)C(F)(F)F)c3)nn2)CC1	?	80.5%[activator]	?	-7.8%	-6.5	?	?	-18.4%	?
CCN(CC(=O)Nc1cccc(S(=O)(=O)N2CCOCC2)c1)Cc1ccccc1	11.0%	-6.6%	?	0.0%	-8.0	-0.5%	-4.9	6.6%	-0.6%
COc1ccc(NS(=O)(=O)c2ccc(N3CCN(CCO)CC3)c([N+](=O)[O-])c2)cc1	?	17.3%	?	-17.4%	-14.2	-15.4%	i	?	?
Cc1ccc(NC(=O)CCN2C(=O)c3ccccc3Sc3ncccc32)cc1	-14.6%	4.7%&5.9%	2.6%	18.1%	-2.4&-10.2	-15.1%	22.7	-2.2%	-1.3%
CC(NC(=O)c1cc(-c2ccc3c(c2)OCO3)nc2ccccc12)C(C)(C)C (stereo not given)	9.6%	-6.6%	16.4µM*	7.4%	-3.6	-4.7%	1.7	?	-1.8%
c1ccc(CC2CCN(C(c3cccs3)c3nnnn3C3CCCC3)CC2)cc1 (stereo not given)	-25.6%	2.4%	?	-2.4%	-4.1	2.8%	0.0	2.2%	0.0%
Cc1ccnc(NS(=O)(=O)c2ccc(NC(=O)C3CCCCC3C(=O)O)cc2)n1 (stereo not given)	0.2%	20.3%	-2.7%	-1.6%	-5.4	?	32.6	1.7%	-4.7%
COCCN(C(=O)c1ccco1)c1nnc(-c2ccc(OC)cc2)s1	-4.3%	-8.0%	-0.4%	-2.0%	2.9	7.6%	-3.6	3.0%	17.9%
COc1ccc(C)cc1S(=O)(=O)N1CCN(Cc2ccccc2)CC1	6.0%	0.0%	-14.7%	-8.9%	0.6	-1.0%	-7.8	-188.0%[0.0737 µM]	1.4%
O=C(CN1CCCCCC1)Nc1cccc(NC(=O)CN2CCCCCC2)c1	2.5%	-24.8%	-18.5%	-15.7%	0.5	-2.3%	-3.4	4.3%	-4.9%
CCOC(=O)C1=C(C)Nc2ccccc2N=C1NC(=O)Cc1ccc(Br)cc1	-21.8%	2.0%	?	0.2%	1.1	-16.6%	11.1	-1.7%	-2.2%
CCn1nc(C(=O)OCC(=O)NCC(C)C)c2ccccc2c1=O	10.5%	-7.0%	5.6%	-12.5%	9.6	12.5%	12.5	-1.8%	5.5%
O=c1ccc(Oc2nc(N3CCOCC3)nc(N3CCOCC3)n2)nn1-c1ccccc1	-12.9%	8.9%	0.0%	5.5%	-34.5	-16.2%	?	3.6%	-3.2%[9.24 µM]
CCCCOc1ccccc1C(=O)N(Cc1ccc(C)o1)C1CCS(=O)(=O)C1 (stereo not given)	2.0%&-8.3%	-2.1%&1.0%	?	10.0%	-1.5&-19.4	19.4%	2.5	21.4%	-1.1%
O=c1[nH]cccc1-c1nc2ccccc2n1Cc1ccccc1F	-2.1%	1.7%	-2.4%	-29.9%	-0.1	3.3%	2.8	-6.6%	10.5%
O=C(O)c1ccc(Cl)c(NC(=O)C2CCCN2S(=O)(=O)c2cccc3nsnc23)c1 (stereo not given)	3.2%	-1.9%	2.2%	-0.4%	-5.9	6.4%	-4.9	8.4%	15.8%
Cc1n[nH]c(=O)n1-c1cccc(C(F)(F)F)c1	0.7%	-14.0%	-0.9%	-6.4%	0.7	10.2%	13.9	-2.3%	14.5%

Reformatted with values under each structure: part of the list above
The line under a structure holds: KB-3-1 tox	HEK293 tox	KB-V1 cytotox	SW480 rerep	D3 ag	HT1080 IDH1KD tx	IL1B secr inh	MCF10A rereplic	HT1080NT lethal
CCn1nc(C(=O)OCC(=O)NCC(C)C)c2ccccc2c1=O
  10.5%	-7.0%	5.6%	-12.5%	9.6	12.5%	12.5	-1.8%	5.5%
O=c1ccc(Oc2nc(N3CCOCC3)nc(N3CCOCC3)n2)nn1-c1ccccc1
  -12.9%	8.9%	0.0%	5.5%	-34.5	-16.2%	?	3.6%	-3.2%[9.24 µM]

Remaining list, next part
SMILES	KB-3-1 tox	HEK293 tox	KB-V1 cytotox	SW480 rerep	D3 ag	HT1080 IDH1KD tx	IL1B secr inh	MCF10A rereplic	HT1080NT lethal
O=C(NCCCCO)c1c(-c2ccccc2)oc2c1C(OCCCCCO)CCC2 (stereo not given)	7.5%	-0.9%	-21.1%	nt	-2.4	-0.6%	-1.1	nt	16.7%
O=C1COc2ccc(C(=O)COC(=O)c3ccccn3)cc2N1	5.3%	4.0%	?	-1.7%	5.1	10.7%	12.6	5.3%	8.1%
O=C(NCc1ccccc1)C1=C[C@@H](c2ccc(C(F)(F)F)cc2)C[C@@H](OCCCCO)O1	1.7%	-3.5%	7.6%	8.7%	7.4	-6.1%	-6.2	?	-6.7%
Cc1ccccc1NC(=O)CSc1ccc(-c2ccccn2)nn1	?	-1.9%&1.5%	?	-17.9%	4.7&-15.8	-1.4%	-8.6	0.5%	13.1%
Cc1ccc2cccc(NC(=O)COc3ccccc3Cl)c2n1	4.1%	0.1%	-6.2%	nt	2.0	nt	nt	nt	nt
COc1ccccc1CN(C)C(=O)c1cc(-c2cccs2)nc2ccccc12	?	-17.3%	?	9.6%	12.8	?	-10.6	18.4µM*	?
NC(=O)c1ccc(NC(=O)CCCc2nc(-c3ccccc3Cl)no2)cc1	1.3%	10.3%	?	-1.7%	18.3	7.8%	33.9	18.2%	-23.5%
COc1ccc(N(C(=O)c2snc(C(N)=O)c2N)C(C(=O)NC2CCCC2)c2cccs2)c(OC)c1 (stereo not given)	-2.1%	2.5%	-19.0%	4.5%	-6.8	-10.3%	0.0	?	-4.2%
Cc1csc(NC(=O)c2nn(C)c(C)c2[N+](=O)[O-])n1	8.1%	-11.4%	26.3%	105.1%	0.4	16.7%	-3.8	1.5%	16.7%
COc1cc2cc(CN(CCO)C(=O)c3cccs3)c(=O)[nH]c2cc1OC	0.9%	6.2%	9.0%	-7.5%	-19.3	-6.6%	-11.3	-0.2%	1.5%
CCCN(CCC)CCNC(=O)C1c2ccccc2C(=O)N(CCOC)C1c1ccc(F)cc1 (stereo not given)	5.8%	?	-11.9%	-0.3%	-1.7	13.7%	2.1	5.5%	18.1%
C#CCn1c(=NC(=O)c2ccco2)sc2cccc(Cl)c21	-2.8%	-13.9%	6.8%	26.7%	1.4	-8.4%	17.0	?	8.3%
Cc1ccc(Cn2c(C)c(C(=O)NCc3ccccc3C(F)(F)F)sc2=O)cc1	6.4%	-2.5%	?	nt	2.8	5.4%	?	nt	2.3%
Cn1c(COc2cccc3ccccc23)nnc1SCC(=O)OC1CCCCC1	1.9%	-5.6%	4.0%	-7.9%	4.7	0.8%	9.8	?	-1.8%

Screens (PubChem BioAssay)
